Bioassay records as filed in PubChem.
APP transl inh: APP translation inhibition | SH-SY5Y APP 5'UTR-luciferase reporter, luminescence | inhibition, % at 2 µM | 0.82% of 190,000 active | AID 1285;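 active = inhibition above a set limit, derived from the sample mean plus 3 SD, cut at about 45% in these data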; also: values of inactives mirror those of a sister screen read the other way
STAT3 blocker: inhibitors of IL-6 induced STAT3 signaling; U3A cells, IL-6 STAT3-luciferase reporter, luminescence; host cell line lacks STAT1; inhibition, % at 5.5 µM; 0.89% of 190,000 active;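 active = inhibition above the mean inhibition across all screened compounds plus 3 SD, cut at about 44% in these data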;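 also: 0% = DMSO only wells and 100% = 100 µM nifuroxazide control wells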
G6PDH CS: inhibits Leuconostoc G6PDH, flagging false hits in G6PDH-based assays; AID 1020; 0.12% of 200,000 active; inhibition, % at 5 µM; Purified L. mesenteroides G6PDH, diaphorase/resazurin coupled fluorescence, 45 min; in the data active = inhibition above about 50%
TLR4 MyD88 comp: TLR4-MyD88 interaction inhibition in cells. O00206+Q99836. HeLa CL3-4 TLR4/MyD88 BLA complementation, FRET ratio. inhibition, % at 8.4 µM. 0.18% of 200,000 active. AID 861; in the data active = inhibition above about 25%;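 also: 0% = vehicle and 100% = reference inhibitor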
Target sequence (O00206 whole entry, looked up): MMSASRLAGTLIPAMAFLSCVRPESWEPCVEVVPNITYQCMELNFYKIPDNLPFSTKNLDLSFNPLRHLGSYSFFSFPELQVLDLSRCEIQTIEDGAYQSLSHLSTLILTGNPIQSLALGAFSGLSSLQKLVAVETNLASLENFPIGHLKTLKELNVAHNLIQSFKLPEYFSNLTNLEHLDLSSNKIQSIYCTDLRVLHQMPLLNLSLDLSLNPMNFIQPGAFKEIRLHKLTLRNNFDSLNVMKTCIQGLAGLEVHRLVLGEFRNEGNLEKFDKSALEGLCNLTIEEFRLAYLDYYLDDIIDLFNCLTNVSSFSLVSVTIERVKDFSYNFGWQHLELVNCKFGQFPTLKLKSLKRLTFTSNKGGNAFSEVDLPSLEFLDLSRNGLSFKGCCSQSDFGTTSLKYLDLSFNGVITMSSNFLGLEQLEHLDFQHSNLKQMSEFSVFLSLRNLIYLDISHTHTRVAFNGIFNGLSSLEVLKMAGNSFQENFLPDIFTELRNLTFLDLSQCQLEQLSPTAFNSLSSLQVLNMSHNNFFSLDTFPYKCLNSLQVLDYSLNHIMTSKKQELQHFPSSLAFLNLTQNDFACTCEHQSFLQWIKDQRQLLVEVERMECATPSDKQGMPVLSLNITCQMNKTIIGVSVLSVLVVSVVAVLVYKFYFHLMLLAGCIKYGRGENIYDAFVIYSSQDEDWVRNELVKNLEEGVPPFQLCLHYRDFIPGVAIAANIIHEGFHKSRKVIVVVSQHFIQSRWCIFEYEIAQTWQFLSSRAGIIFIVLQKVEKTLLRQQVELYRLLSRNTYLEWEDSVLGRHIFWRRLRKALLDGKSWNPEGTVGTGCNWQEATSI
Target sequence (Q99836 whole entry, looked up): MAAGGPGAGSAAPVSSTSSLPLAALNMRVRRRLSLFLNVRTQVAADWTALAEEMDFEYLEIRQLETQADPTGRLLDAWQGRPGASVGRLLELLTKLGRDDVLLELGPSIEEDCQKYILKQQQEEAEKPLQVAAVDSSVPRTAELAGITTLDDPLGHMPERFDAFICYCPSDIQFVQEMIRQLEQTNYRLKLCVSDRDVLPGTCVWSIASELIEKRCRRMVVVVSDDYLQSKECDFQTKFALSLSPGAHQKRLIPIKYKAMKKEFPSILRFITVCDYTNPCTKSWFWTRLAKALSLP
Diaphorase act: activates diaphorase or chemically reduces, flagging diaphorase assay artifacts; Diaphorase/resazurin coupled assay, resorufin fluorescence, 16 min; stronger effect = higher value; 1 = vehicle wells, 0 = NADH-free wells; activation factor at 20 µM; 0.005% of 190,000 active;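 active = diaphorase activity raised at least twofold by the compound at 20 µM; inactive = activation factor below 2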
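Test system: Clostridium kluyveri diaphorase, purified enzyme; input: enzyme 0.07 U/mL final; buffer or medium: 50 mM HEPES pH 7.4 with 4.542 mM MgCl2, 0.005% Tween 20; also added: 0.114 mM NADH and 0.1 mM resazurin, final amounts; schedule: 16 min enzyme reaction, ambient temperature; technique: fluorescence of resorufin, 544 nm excitation, 590 nm emission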
STAT3 activator: increases IL-6 driven STAT3 reporter signal; U3A cells, IL-6 STAT3-luciferase reporter, luminescence; 100% = signal with IL-6 EC80 alone; activation (% of control), % at 5.6 µM; 0.91% of 190,000 active;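 active = activation above the screen-wide mean of compound activation plus 3 SD, cut at about 130% in these data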;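 also: 0% = background luminescence of wells with medium and substrate only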
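Material: human U3A cells carrying STAT3-luciferase construct. Measured by: reporter luminescence signal. Timing: compound 1 h, then IL-6 6 h at 37 °C.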
STAT1 blocker: reduces IFN-gamma driven STAT1 reporter signal; NIH 3T3 STAT1-luciferase reporter, luminescence; inhibition, % at 5.5 µM; 0.35% of 200,000 active;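 active = inhibition above a set limit, the mean inhibition across all tested compounds plus 3 SD, cut at about 34% in these data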;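 also: 0% = IFN-gamma with DMSO and 100% = IFN-gamma with 300 µM nifuroxazide; values of inactives mirror those of a sister screen read the other way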
STAT1 act: activators of IFN-gamma induced STAT1 signaling | 2.6% of 200,000 active | NIH 3T3 STAT1-luciferase reporter, luminescence; 100% = IFN-gamma alone, no compound | activation (% of control), % at 5.5 µM;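 active = activation above the screen-wide mean activation plus 3 SD, cut at about 130% in these data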;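 also: raw ratio to IFN-gamma control signal so 100% means no change and 0% no light; values of inactives mirror those of a sister screen read the other way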
Diaph inh CS: counter-screen for diaphorase-based assays: diaphorase inhibitors and chemical oxidizers | diaphorase resazurin-to-resorufin fluorescence, NADH, 16 min; bacterial (C. kluyveri) enzyme, not human | inhibition, % at 20 µM | 0.69% of 190,000 active | AID 1217;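 active = primary screen inhibition at 20 µM above a set limit, cut at about 50% in these data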;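 also: plate controls were DMSO with full reaction for no effect and wells lacking NADH for full effect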
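System: Diaphorase enzyme from Clostridium kluyveri | Amount: Enzyme working solution with 0.14 U/mL diaphorase | Benchmarks: No-NADH positive control and DMSO neutral control | Signal: Fluorescence of resorufin formed from resazurin, Ex 544/Em 590 nm | Schedule: 16-min room-temperature incubation before reading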
Hsp70 act: Hsp70 transcriptional activation, primary screen; activation, % at 10 µM; HeLa Hsp70 promoter luciferase reporter, luminescence; scaled: vehicle 0, proteasome-inhibitor control 100%; 0.04% of 200,000 active; AID 1203;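 active = activation above the mean across all tested compounds plus 3 SD, cutoff set per campaign, cut at about 5.5% in these data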;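 also: 100% = MG132 at 30 µM as the positive control and 0% = DMSO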
The depositor's hits bear a star; / = no result given. This is a random part of the collection; about 6.1% have a hit in one of these screens.

compound | APP transl inh | STAT3 blocker | G6PDH CS | TLR4 MyD88 comp | Diaphorase act | STAT3 activator | STAT1 blocker | STAT1 act | Diaph inh CS | Hsp70 act
N#C/C(=C\c1ccc(-c2ccccc2)cc1)c1nc(-c2ccco2)cs1 | -7 | -6 | 8 | -1 | 0.9 | 105 | -4 | 103 | 7 | -0.2
Nc1c(-c2ccccc2)c(CSc2nc3ccccc3[nH]2)nn1-c1ccc(Cl)cc1 | -6 | -2 | 16 | -12 | 1 | 100 | -1 | 101 | 3 | -0.5
CC1(C)CC(=O)C2=C(C1)N(c1ccccc1C#N)C(N)=C(C#N)C2c1cccs1 (configuration not stated) | -34 | -46 | 9 | -1 | 1 | 140* | 2 | 101 | 4 | 0.4
CCCCN(C)C(=O)CSc1nc(NCc2ccc(OC)cc2)c2ccccc2n1 | 2 | -3 | 13 | 1 | 0.7 | 106 | -9 | 108 | 27 | 0.4
Cc1ccc(-n2nnc3c(=O)n(Cc4ccccn4)cnc32)cc1C | 2 | 10 | -5 | 3 | 1 | 95 | -6 | 105 | -3 | 0.0
Cc1cc(C)cc(NC(=O)CN2CCC(NC(=O)Cc3ccccc3)CC2)c1 | 1 | 10 | 3 | -6 | 1 | 98 | -6 | 106 | 4 | -0.5
O=C(O)c1ccccc1OC(=O)C12CC3CC(CC(C3)C1)C2 | -6 | 19 | 12 | -15 | 0.9 | 88 | 2 | 97 | 8 | -0.3
CCc1nc(SCC(=O)N2CCOCC2)c2c(=O)n(C)c(=O)n(C)c2n1 | 13 | 13 | 4 | -5 | 1 | 96 | -8 | 107 | 4 | -0.2
CCN(CC)c1ccc(C2C(C(=O)OC)=C(C)NC(C)=C2C(=O)OC)cc1 | 6 | 0 | 14 | 0 | 0.8 | 104 | 8 | 93 | 19 | -0.4
Cc1ccc(NS(=O)(=O)c2cc([N+](=O)[O-])ccc2NNC(=S)Nc2cc(C)ccc2C)c(C)c1 | 2 | 6 | 24 | 8 | 0.8 | 96 | 8 | 93 | 17 | -0.4
c1ccc(N2CCN(c3ccc4nncn4n3)CC2)nc1 | -6 | 25 | -1 | -7 | 0.9 | 84 | -6 | 105 | 6 | -0.2
CC12COC3(C(=O)Nc4ccc([N+](=O)[O-])cc4)CC1CCC32C (configuration not stated) | 0 | -1 | 1 | -22 | 1 | 103 | 0 | 100 | -4 | -0.3
COC(=O)c1sccc1Oc1c(Cl)cccc1[N+](=O)[O-] | -10 | 4 | 2 | 13 | 0.8 | 104 | -8 | 107 | 19 | -0.2
CCN1CCN(c2cc(C)c3cc(NC(=S)N4CCN(c5ccc(F)cc5)CC4)ccc3n2)CC1 | 4 | 12 | -6 | -2 | 1 | 90 | -6 | 105 | 3 | -0.1
O=C(CCC(=O)N(Cc1ccco1)C(C(=O)NC1CCCC1)c1ccncc1)Nc1cccnc1 (configuration not stated) | -23 | 2 | 4 | 12 | 0.9 | 103 | -3 | 102 | 14 | -0.1
O=C1NN=COc2ccccc21 | -5 | -28 | 19 | 1 | 0.9 | 133* | 3 | 97 | 10 | -0.1
CCOc1ccc(CN2CCN(CC(O)Cn3c4ccccc4c4ccccc43)CC2)cc1 (configuration not stated) | -7 | 5 | 2 | 1 | 0.9 | 99 | -1 | 101 | 8 | -0.5
CC(C)CCOc1ccc(C(=O)N2CCCC2C(=O)O)cc1 (configuration not stated) | 0 | 6 | 13 | -1 | 0.7 | 98 | 4 | 94 | 29 | 0.0
COc1ccc(OC)c2[nH]c(=O)c(CCNC(=O)c3ccc4c(c3)OCO4)cc12 | -6 | 20 | 6 | -16 | 0.9 | 90 | -3 | 101 | 13 | -0.1
Cc1ccc(Cn2c(SCC(C)C)nc3c2c(=O)[nH]c(=O)n3C)cc1 | -4 | -6 | 4 | -5 | 1 | 106 | 1 | 99 | 2 | -0.1
CN1C(=S)SC(/[N+]([O-])=C/c2cccnc2)C1(C)C (configuration not stated) | -4 | 11 | 0 | -16 | 1 | 101 | 9 | 92 | 2 | 0.1
Cc1cccc(OCCCC(=O)Nc2ccc(S(=O)(=O)N3CCCC3)cc2)c1 | 29 | 4 | -1 | 2 | 0.9 | 99 | 0 | 100 | 12 | 0.1
CC(C)CC(NC(=O)C(NC(=O)OC(C)(C)C)C(C)C)C(=O)NC(CCC(=O)OCc1ccccc1)C(N)=O (configuration not stated) | -7 | -1 | 5 | 4 | 1.1 | 104 | 3 | 97 | -15 | -0.3
O=C(Nc1ccccc1C(=O)N1CCCCCC1)c1ccc(Cl)cc1 | -19 | 4 | 11 | 0 | 0.9 | 100 | 2 | 97 | 5 | -0.4
Cc1ccc(Cl)cc1N1CCN(C(=O)C2CCN(S(=O)(=O)c3cccnc3)CC2)CC1 | -6 | 16 | -2 | -7 | 0.7 | 87 | 7 | 104 | 25 | -0.5

Some of the entries above in another layout.
Below each compound: APP transl inh, STAT3 blocker, G6PDH CS, TLR4 MyD88 comp, Diaphorase act, STAT3 activator, STAT1 blocker, STAT1 act, Diaph inh CS, Hsp70 act
- CC1(C)CC(=O)C2=C(C1)N(c1ccccc1C#N)C(N)=C(C#N)C2c1cccs1 (configuration not stated)
    -34, -46, 9, -1, 1, 140*, 2, 101, 4, 0.4
- c1ccc(N2CCN(c3ccc4nncn4n3)CC2)nc1
    -6, 25, -1, -7, 0.9, 84, -6, 105, 6, -0.2
- Cc1ccc(Cn2c(SCC(C)C)nc3c2c(=O)[nH]c(=O)n3C)cc1
    -4, -6, 4, -5, 1, 106, 1, 99, 2, -0.1

More compounds:
compound | APP transl inh | STAT3 blocker | G6PDH CS | TLR4 MyD88 comp | Diaphorase act | STAT3 activator | STAT1 blocker | STAT1 act | Diaph inh CS | Hsp70 act
CC(C)(C)NC(=O)NC(=O)COC(=O)Cn1c(C(F)(F)F)nc2ccccc21 | -13 | 1 | 6 | -11 | 0.9 | 102 | -13 | 112 | 9 | -0.4
CCOC(=O)N1CCN(C(=O)C(C)N(c2ccccc2)S(C)(=O)=O)CC1 (configuration not stated) | -7 | 2 | 14 | 3 | 0.9 | 99 | 12 | 88 | 10 | 0.0
Cc1ccc(NC(=S)NC2CCCC2)cc1 | -25 | 0 | 3 | -7 | 0.9 | 100 | -13 | 112 | 12 | 0.2
CCN(CC)C(=O)CSc1nc2ccccc2o1 | -1 | 2 | 7 | -5 | 1 | 99 | -11 | 110 | -1 | -0.1
CCOC(=O)C1CCCN(C(=O)c2ccc(CS(=O)(=O)c3ccc(Br)cc3)o2)C1 (configuration not stated) | -15 | 6 | 2 | -2 | 0.8 | 99 | 6 | 95 | 19 | 0.4
COc1cc(C(=O)NCC(=O)OCc2ccccc2Cl)cc(OC)c1OC | -15 | 4 | 7 | -4 | 0.9 | 105 | 5 | 96 | 7 | -0.2
COc1ccc(NC(=O)COC(=O)c2ccc(S(=O)(=O)N(C)c3ccccc3OC)cc2)c(OC)c1 | -6 | 7 | 2 | -12 | 1 | 98 | 0 | 98 | 2 | 0.0
O=C(Nc1cccn2ncnc12)c1ccccc1 | -15 | 13 | 8 | -5 | 0.9 | 90 | 5 | 96 | 5 | -0.2
O=C(Nc1ccc2c3c(cccc13)CC2)c1ccc(Br)o1 | -16 | 16 | 13 | 2 | 0.9 | 92 | -33 | 131* | 11 | 0.4
CC(C)CNC(C)C(=O)Nc1ccc(S(N)(=O)=O)cc1 (configuration not stated) | -8 | 4 | 11 | 0 | 0.8 | 100 | 0 | 100 | 23 | -0.4
CCc1ccccc1N(C)S(=O)(=O)c1ccc2[nH]cc(C(=O)N3CCc4ccccc43)c(=O)c2c1 | 16 | 1 | 1 | -3 | 0.9 | 103 | -6 | 105 | 12 | -0.6
O=C(CN1CCOCC1)Nc1c(-c2ccccc2)c2cc(Br)ccc2[nH]c1=O | -6 | 7 | -18 | -9 | 0.9 | 99 | 3 | 97 | 13 | -0.1
O=C(N/N=C/C1CC=CCC1)c1cc(Br)ccc1O (configuration not stated) | 4 | 3 | 14 | -19 | 0.9 | 97 | 6 | 95 | 8 | -0.2
CC1CCCCN1S(=O)(=O)c1ccc(C(=O)Nc2nnc(-c3ccccc3Cl)o2)cc1 (configuration not stated) | 16 | -4 | 4 | 3 | 0.8 | 107 | -2 | 102 | 16 | -0.1
N[C@@H](Cc1ccc(O)cc1)c1nnc([C@H](CC(=O)O)NC(=O)C2CCNCC2)o1 | 3 | / | 7 | -20 | 1 | / | 3 | 98 | 1 | -0.3
O=C(/C=C/c1ccccc1)N1CCCN(C(=O)/C=C/c2ccccc2)CC1 | -19 | -2 | -3 | 4 | 0.9 | 107 | 2 | 98 | 13 | -0.2
Cc1noc(C)c1S(=O)(=O)N(CCc1ccccc1)Cc1ccccc1 | -5 | 10 | 5 | 3 | 0.8 | 95 | -4 | 103 | 17 | -0.1
Cc1ccc(CSc2nnc(Cn3c(=O)sc4ccccc43)n2C)cc1 | -15 | -8 | -1 | -2 | 0.9 | 107 | -5 | 105 | 5 | -0.2
Cc1ccc(Cn2c(=O)c3cccnc3n(CC(=O)Nc3cccc(C(F)(F)F)c3)c2=O)cc1 | 0 | -1 | -9 | 9 | 0.8 | 109 | -2 | 101 | 15 | 0.1
CCn1c(SCC(=O)Nc2cccnc2Cl)nnc1-c1ccccc1 | 2 | 9 | 1 | -13 | 1 | 95 | 2 | 98 | 1 | -0.4
CCn1nc(C)c(/C=N/NC(=O)Cn2nc(C)cc2C)c1C | -10 | -15 | -1 | -10 | 1 | 110 | -7 | 106 | 4 | -0.2
CC(C)C(=O)Nc1ccc(NC(=O)c2cc3ccccc3o2)cc1 | -21 | -1 | -21 | 1 | 0.9 | 102 | -21 | 116 | 6 | 0.1
CN(C)c1nc(N)nc(-c2nc3ccccc3s2)n1 | -25 | -95 | -30 | 5 | 0.9 | 180* | -38 | 135* | 6 | 0.2
Cc1ccc(C(=O)Nc2ccc3c(c2)ncn3C)cc1 | -140 | 7 | 6 | 3 | 1 | 95 | -42 | 139* | 2 | 0.1
O=[N+]([O-])c1nn(-c2ccc3c(c2)OCCO3)n(O)c1=NCc1ccc(F)cc1 | -96 | -3 | 24 | -7 | 0.8 | 101 | -49 | 143* | 15 | -0.2
Cc1ccc(NC(=O)COC(=O)CCc2ccc(S(=O)(=O)N3CCOCC3)cc2)cc1F | -4 | -1 | 3 | -3 | 1 | 103 | -6 | 106 | 2 | 0.2
COc1ccccc1/C=N\Nc1cc(C)nc(-n2nc(C)cc2C)n1 | 3 | -11 | 6 | 8 | 0.8 | 105 | -5 | 104 | 17 | -0.3
